CHRM5 agonist = CHRM5 agonism in calcium assay | activation, % at 3 µM | P08912 | AID 624037 | hit rate 0.19% among 360,000 | CHO-K1 hM5 cells, Fluo-8 calcium fluorescence; 0% DMSO wells, 100% maximal acetylcholine response;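 active = activation above the run's mean over test compounds plus 3 SD, cut at about 23% in these data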;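 also: signal is peak over basal fluorescence ratio across the kinetic read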
Target sequence (P08912 whole entry, looked up): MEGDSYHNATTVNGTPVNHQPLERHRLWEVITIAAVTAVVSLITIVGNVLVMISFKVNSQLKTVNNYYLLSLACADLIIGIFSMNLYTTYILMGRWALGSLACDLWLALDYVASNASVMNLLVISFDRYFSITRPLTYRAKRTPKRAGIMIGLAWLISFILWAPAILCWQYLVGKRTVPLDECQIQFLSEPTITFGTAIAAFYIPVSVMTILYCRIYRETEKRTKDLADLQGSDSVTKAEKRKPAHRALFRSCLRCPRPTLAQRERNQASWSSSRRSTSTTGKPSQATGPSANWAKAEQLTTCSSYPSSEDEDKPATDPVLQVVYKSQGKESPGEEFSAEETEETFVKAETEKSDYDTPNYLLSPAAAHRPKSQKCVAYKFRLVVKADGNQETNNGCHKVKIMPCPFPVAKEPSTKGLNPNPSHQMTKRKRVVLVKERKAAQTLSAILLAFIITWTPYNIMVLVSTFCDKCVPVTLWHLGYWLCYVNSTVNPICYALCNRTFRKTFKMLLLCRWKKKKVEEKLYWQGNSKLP
M1 PAM = potentiates human M1 receptor response to acetylcholine. hit rate 0.088% among 360,000. activation, % at 3 µM. CHO-K1 hM1, Fluo-8 calcium fluorescence, ACh EC20; 0% = ACh EC20, 100% = maximal ACh. P11229; in the data active = activation above about 19%, passing the limit was not always enough
CHRM5 PAM = positive allosteric modulators of human muscarinic M5 receptor; P08912; CHO-K1 hM5, Fluo-8 calcium, ACh EC20 PAM; 0% = ACh EC20, 100% = ACh EC100; activation, % at 3 µM; hit rate 0.3% among 360,000;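 active = activation above the run cutoff, the mean activation of all test compounds plus 3 SD, cut at about 18% in these data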
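Assay system: CHO-K1 hM5 cells / Incubation: Fluo-8 loading 80 min at 37 °C plus 30 min room temperature / Technique: Fluo-8 calcium dye fluorescence, kinetic read / Repeats: single replicate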
CRFBP-R2 block = blocks CRF-induced signaling of the CRF-BP/CRF-R2 complex; HEK293 CRF-R2/CRF-BP, CRF-induced calcium fluorescence; inhibition, % at 11.8 µM; hit rate 0.59% among 350,000; AID 588475;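 active = inhibition of the ligand-induced calcium signal above about 50% at the single tested concentration, limit read from the data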
CHRM5 antagonist = antagonists of human muscarinic M5 receptor (CHRM5); P08912; hit rate 0.59% among 360,000; inhibition, % at 3 µM; CHO-hM5 cells, Fluo-8 calcium fluorescence, ACh EC80; AID 624040;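 active = inhibition above a per-plate cutoff, the mean of that plate's test compounds plus 3 SD, cut at about 27% in these data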;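 also: 0% = acetylcholine EC80 with DMSO and 100% = DMSO without agonist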
CHRM4 PAM = potentiates acetylcholine response at human M4 receptor; P08173; CHO-K1 hM4/Gqi5, Fluo-8 calcium fluorescence, ACh EC20; 0% = ACh EC20, 100% = maximal ACh; activation, % at 3 µM; hit rate 0.4% among 360,000; AID 624126;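 active = activation above its plate's cutoff, the mean activation of sample wells plus 3 SD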; also: some results filed as inactive read as strong as hits
Target sequence (P08173 whole entry, looked up): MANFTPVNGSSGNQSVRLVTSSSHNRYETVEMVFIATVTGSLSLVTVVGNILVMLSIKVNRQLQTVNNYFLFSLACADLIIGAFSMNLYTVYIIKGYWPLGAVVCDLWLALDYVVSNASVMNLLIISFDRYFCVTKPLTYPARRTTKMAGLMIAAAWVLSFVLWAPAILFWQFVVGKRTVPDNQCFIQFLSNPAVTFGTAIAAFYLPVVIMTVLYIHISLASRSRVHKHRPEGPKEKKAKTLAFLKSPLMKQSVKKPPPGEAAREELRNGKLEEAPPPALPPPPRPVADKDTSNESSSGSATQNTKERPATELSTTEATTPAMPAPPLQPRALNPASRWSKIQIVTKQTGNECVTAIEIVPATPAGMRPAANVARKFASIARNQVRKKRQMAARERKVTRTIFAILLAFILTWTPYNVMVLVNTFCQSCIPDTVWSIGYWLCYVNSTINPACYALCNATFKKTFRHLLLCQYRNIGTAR
M4 antag = antagonists of human muscarinic M4 receptor (CHRM4). CHO-hM4 cells, ACh EC80, Fluo-8 calcium fluorescence. hit rate 0.73% among 360,000. P08173. AID 624125. inhibition, % at 3 µM;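 active = inhibition above its plate's cutoff, the mean inhibition of sample wells plus 3 SD, cut at about 27% in these data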;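 also: 0% = acetylcholine EC80 with DMSO and 100% = DMSO without agonist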
M4 ag = agonists of human muscarinic M4 receptor (CHRM4) | CHO-K1 hM4/Gqi5, Fluo-8 calcium fluorescence; vehicle 0%, full acetylcholine response 100% | activation, % at 3 µM | hit rate 0.14% among 360,000;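 active = activation above the run mean over all test wells plus 3 SD, cut at about 32% in these data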;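 also: peak over basal fluorescence ratio per well then scaled between controls; 0% = DMSO wells and 100% = acetylcholine at EC100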
CRFBP-R2 agonist = agonists of human CRF-binding protein/CRF-R2 receptor complex. activation, % at 13.2 µM. HEK293 CRF-R2/CRF-BP, calcium dye fluorescence (FLIPR); percent of saturating CRF peptide response. hit rate 0.46% among 350,000. AID 588473;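 active = activation of at least 50%, plus an integration ratio under a set limit after plate pattern correction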;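 also: plate controls were neutral control wells without compound for no effect and CRF at EC100 for full effect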
Active calls of the source: *; / = not tested or not shown.

SMILES | CHRM5 agonist | M1 PAM | CHRM5 PAM | CRFBP-R2 block | CHRM5 antagonist | CHRM4 PAM | M4 antag | M4 ag | CRFBP-R2 agonist
CCN(C[C@H]1N[C@@](C)(C(=O)OC)[C@H]2C(=O)N(Cc3ccccc3)C(=O)[C@@H]12)C(=O)c1ccc(F)cc1 | 1 | -7 | 0 | 10 | 4 | 0 | -8 | 4 | 2.0
COc1cc(C(=O)Nc2ccc(C)cn2)ccc1OCC(=O)N1CCOCC1 | 3 | 8 | 6 | 5 | 1 | 0 | 7 | 1 | 0.4
CC(=O)c1ccc(NC(=S)NC2CCCC(C)C2C)cc1 (configuration not stated) | 2 | -8 | -18 | -9 | 11 | -16 | -3 | 14 | -1.1
N/N=C(\c1ccccc1)c1cc(Br)ccc1N | -7 | 7 | -1 | -6 | 9 | -1 | -8 | -2 | 0.9
CCn1c(=O)c(C(=O)NCc2ccccn2)c(O)c2ccccc21 | -5 | 9 | 2 | -32 | 3 | 3 | -6 | 2 | 0.1
CCC(C)[C@H](NC(=O)N1CCCCCC1)C(=O)O (some centres not stated) | 1 | 6 | -4 | -9 | 12 | 2 | 3 | 0 | 1.5
O=C(CCl)N(C/C=C/c1ccccc1)c1ccc2c(c1)OCCO2 | -5 | 9 | -5 | 1 | 14 | 7 | -1 | 2 | -4.4
O=c1cc(O)c2sc3nc(C(F)(F)F)c4c(c3c2[nH]1)CCCCC4 | 0 | 7 | 2 | -5 | 2 | 1 | -1 | 0 | -1.7
Cc1ccc(C)c(NC(=O)COC(=O)c2c(-c3ccccc3)noc2C)c1 | -1 | 7 | 0 | 34 | 2 | 6 | -10 | 1 | -2.4
Cc1ccc2c(c1)NC(=O)c1cccnc1N2 | 0 | 2 | 5 | 13 | 2 | -4 | 5 | 0 | 9.6
O=C(CCc1c[nH]c2ccccc12)NCCc1ccc(Cl)cc1 | 1 | 16 | 5 | -2 | -6 | 8 | -1 | 3 | 1.0
COc1ccc(-c2cn3cccnc3n2)cc1NC(=O)C(C)Oc1ccccc1 (configuration not stated) | -2 | 5 | -4 | -3 | 8 | 0 | -2 | 5 | 0.7
O=C(c1ccc(Cl)cc1)c1ccc(OCC(O)CN2CCOCC2)cc1 (configuration not stated) | -2 | -6 | -4 | -5 | -9 | 17 | -14 | 11 | 0.5
O=C(CCc1ccccc1)NC1CCS(=O)(=O)C1 (configuration not stated) | 0 | 6 | -6 | -4 | 11 | 2 | 12 | 1 | 1.8
N/C(=N\OC(=O)c1ccc(Cl)cc1)c1cccnc1 | 4 | 9 | -5 | 2 | -5 | 5 | -4 | 2 | -0.4
CCn1c(CC(=O)Nc2ccc(C)cc2)nnc1SCC(=O)N1CCOCC1 | -4 | 5 | 0 | -6 | 7 | -3 | 0 | 0 | 0.9
Cc1cc(C)c2c(c1)OC(=O)CC2c1ccc2c(c1)OCO2 (configuration not stated) | -2 | 7 | -2 | 13 | 0 | 5 | -14 | -1 | -2.7
COc1ccccc1N1C(=O)CSC1=S | 3 | 14 | -1 | -6 | 19 | 3 | -2 | 5 | -0.1
COc1ccc(-c2nc3cc(C)c(Br)c(C)n3c2CC2CCCCC2)cc1OC | 4 | / | 3 | / | -10 | 8 | -21 | 1 | /
O=C1C(Cl)=C(N2CCCCCC2)C(=O)N1c1ccc(Br)cc1 | -5 | -6 | 1 | -3 | 7 | -13 | 6 | -2 | 8.3
O=C(Cn1cc(C(F)(F)F)ccc1=O)OCC(=O)c1ccc[nH]1 | 1 | 13 | 5 | 4 | -1 | 12 | -10 | 3 | -3.8
Cc1ccsc1/C=C1\SC(N2CC(C)OC(C)C2)=NC1=O (configuration not stated) | 1 | 9 | 2 | 0 | -3 | 5 | -9 | 1 | -6.0
Cc1ccc(S(=O)(=O)CCc2ccccn2)cc1 | -4 | 11 | -3 | -2 | 4 | 1 | -1 | 1 | -0.8
COc1ccc(C(=O)Nc2cccc(C(=O)N3CCCCC3)c2)cc1 | 2 | 4 | -7 | -13 | -4 | 1 | -12 | 4 | 1.4

Compound profiles, from the list above. Order of values: CHRM5 agonist, M1 PAM, CHRM5 PAM, CRFBP-R2 block, CHRM5 antagonist, CHRM4 PAM, M4 antag, M4 ag, CRFBP-R2 agonist
Cc1cc(C)c2c(c1)OC(=O)CC2c1ccc2c(c1)OCO2 (configuration not stated) is listed with -2, 7, -2, 13, 0, 5, -14, -1, -2.7
N/C(=N\OC(=O)c1ccc(Cl)cc1)c1cccnc1 is listed with 4, 9, -5, 2, -5, 5, -4, 2, -0.4

More structures follow:
SMILES | CHRM5 agonist | M1 PAM | CHRM5 PAM | CRFBP-R2 block | CHRM5 antagonist | CHRM4 PAM | M4 antag | M4 ag | CRFBP-R2 agonist
Cc1ccsc1C(=O)OCC(=O)NC1CC1 | 1 | 8 | -2 | -2 | 7 | 14 | -13 | 1 | 0.1
CCN1CCN(CCOc2cccc(Oc3ccccc3)c2)CC1 | -12 | 6 | 0 | -7 | 4 | -3 | 5 | 2 | 0.0
C=CCn1c(SCC(=O)c2c(N)n(C)c(=O)n(C)c2=O)nc2sc(CC)cc2c1=O | -2 | 5 | 3 | -6 | -3 | 2 | -3 | 0 | 2.0
COc1cc(C=NOC(=O)Nc2ccccc2)cc(OC)c1OC | 5 | 2 | -3 | 3 | 14 | 3 | 3 | 4 | -3.1
CC(C)CC1NC(=O)N(CC(=O)Nc2cc(S(=O)(=O)N3CCOCC3)ccc2Cl)C1=O (configuration not stated) | 0 | 4 | -2 | 24 | -3 | 18 | 6 | 2 | 1.0
O=C(Nc1ccc(OC(F)(F)F)cc1)c1cnccn1 | 2 | 6 | 3 | -9 | 1 | 0 | -8 | 2 | 2.0
Cc1ccc(C(=O)N2CCN(CCNC(=O)C(=O)NCc3ccc(Cl)cc3)CC2)cc1 | 1 | -1 | -5 | 5 | 9 | -5 | -6 | 3 | -1.4
C/C(=N\NC(=O)c1nnn(-c2nonc2N)c1CSc1ccccc1)c1ccco1 | -3 | 4 | -3 | -44 | 5 | 6 | -16 | 5 | 5.8
O=C(COC(=O)c1cnccn1)NCCc1ccc(Cl)cc1Cl | 0 | 13 | 4 | 11 | 3 | 3 | 2 | 2 | 0.4
COc1ccc(C2CC(=O)NC3=C2C(=O)CCC3)cc1Cl (configuration not stated) | -2 | 1 | 11 | 5 | -1 | 14 | -1 | 0 | 0.5
CN(C)S(=O)(=O)c1ccc(NC=O)cc1 | -2 | 4 | 8 | 12 | 6 | 4 | -5 | 1 | -1.7
CCOC(=O)C1CCCN(C(=O)COC(=O)c2cccs2)C1 (configuration not stated) | 3 | 4 | 3 | 95* | 13 | 2 | -5 | 0 | -1.8

A section taken from the entries so far, for reference:
SMILES | CHRM5 agonist | M1 PAM | CHRM5 PAM | CRFBP-R2 block | CHRM5 antagonist | CHRM4 PAM | M4 antag | M4 ag | CRFBP-R2 agonist
C=CCn1c(SCC(=O)c2c(N)n(C)c(=O)n(C)c2=O)nc2sc(CC)cc2c1=O | -2 | 5 | 3 | -6 | -3 | 2 | -3 | 0 | 2.0
COc1cc(C=NOC(=O)Nc2ccccc2)cc(OC)c1OC | 5 | 2 | -3 | 3 | 14 | 3 | 3 | 4 | -3.1

Next section
SMILES | CHRM5 agonist | M1 PAM | CHRM5 PAM | CRFBP-R2 block | CHRM5 antagonist | CHRM4 PAM | M4 antag | M4 ag | CRFBP-R2 agonist
N#CCOc1nc(N2CCOCC2)nc(N2CCOCC2)n1 | 0 | -5 | -4 | 3 | 3 | -1 | 4 | 0 | 0.3
O=C(NCCCc1ccccc1)Nc1ccccc1 | 0 | 4 | -3 | 11 | -1 | -3 | 3 | 0 | -0.6
COc1cc2c(cc1OC)C(c1ccccc1C(F)(F)F)CC(=O)N2 (configuration not stated) | 2 | 19 | 10 | -11 | -2 | 5 | 0 | 0 | -2.1
O=C(NCc1ccco1)C(c1ccc(F)cc1)N(Cc1cccnc1)C(=O)Cn1nnc2ccccc21 (configuration not stated) | -2 | 4 | -9 | 12 | 4 | 5 | 8 | 1 | 0.5
CC1(c2nnc(-c3cccc(Cl)c3)o2)CC(c2cccc([N+](=O)[O-])c2)=NO1 (configuration not stated) | 4 | 7 | -5 | 32 | 11 | 6 | 2 | 2 | 1.8
O=C(NC(=S)NNC(=O)c1ccccc1O)c1cccnc1 | -6 | 10 | -3 | -2 | 5 | -3 | -1 | 1 | -0.1
CCOc1cc(/C=C2/C(=O)ON=C2C)ccc1OCc1ccc(F)cc1 | 3 | 4 | -4 | -53 | 1 | 6 | 3 | 0 | 41
CCCn1c(SCC(=O)NCCc2ccccc2)nnc1C(C)C | 3 | 11 | -1 | 7 | 10 | 1 | -1 | 0 | 0.6
CCC(C(=O)NCCc1ccc(C)cc1)n1nc(C)c2c(C)n(-c3ccccc3)nc2c1=O (configuration not stated) | -9 | -2 | 7 | 5 | -16 | 2 | -20 | 0 | -3.3
CC1CC(C)CN(CCCNC(=O)C2CCC(=O)N2C2CCCC2)C1 (configuration not stated) | -4 | 8 | 0 | 18 | -5 | 11 | -14 | 0 | 2.1
O=C1/C(=C/c2ccncc2)CCC/C1=C\c1ccncc1 | -2 | 0 | 0 | -2 | 11 | -5 | 2 | 5 | -2.1
C[C@H]1CN([C@@H](C)CO)C(=O)c2cccc(NC(=O)C3CC3)c2O[C@H]1CN(C)Cc1ccc(-c2ccccc2)cc1 | 2 | 6 | -13 | 0 | 1 | 3 | -2 | 15 | 0.3
NC(=O)c1cccc(-c2ccnc3c2CC(C(=O)NCc2ccc(F)c(F)c2)O3)c1 (configuration not stated) | 1 | 0 | 4 | / | -1 | -5 | 15 | 2 | /
Cc1ccc(C(C)C)cc1NC(=O)Nc1ccc([N+](=O)[O-])cc1 | 7 | -15 | -16 | 10 | 28* | -14 | 20 | 19 | 3.4
CCOC(=O)c1oc2ccc(S(=O)(=O)n3nc(-c4cc(OC)c(OC)c(OC)c4)cc3N)cc2c1C | -4 | 3 | 2 | 19 | 10 | -2 | 3 | 0 | -2.7
COc1ccc(CCNC(=O)c2cccc(-n3cnnn3)c2)cc1 | 7 | -2 | -3 | 8 | -2 | -3 | -2 | 3 | 0.2
CCC(=O)Nc1c(-c2ccc(OC)cc2)c(=O)c2ccccc2n1C | -6 | 9 | 11 | 4 | -13 | 13 | -18 | 0 | -0.8
c1ccc(CSc2ncnc3c2sc2nc(N4CCOCC4)c4c(c23)CCCC4)cc1 | 0 | 13 | -1 | -15 | -1 | 12 | -1 | 0 | 0.8
CCOC(=O)C1(Cc2ccccc2)CCN(Cc2cnn(CC)c2)CC1 | -5 | 4 | 5 | 5 | -3 | -4 | 4 | 2 | -1.2
COc1ccc(-c2cc(C(F)(F)F)nc(SCC(=O)N(C)Cc3cnn(C)c3C)n2)cc1OC | 0 | 5 | 2 | -4 | -4 | -4 | -6 | 3 | -1.6
Cc1cccc(NS(=O)(=O)Cc2ccccc2)c1C | -1 | -9 | -3 | 9 | 10 | -1 | 3 | 0 | 0.1
CCCCn1nnnc1C1(C)CCC(=O)N1Cc1cccnc1 (configuration not stated) | 4 | / | -8 | / | -3 | 3 | 15 | 0 | /
Cc1cc(C)cc(N2C(N)=NC(N)=NC2c2ccccc2F)c1 (configuration not stated) | -7 | 9 | -2 | 8 | -1 | 0 | -17 | 1 | 1.4
CCC(C)[C@H]1CNCCN1CC1(c2ccccc2)CC1 (some centres not stated) | -8 | 5 | 11 | -1 | 13 | -3 | -4 | 1 | 0.5
Cc1nc(N2CCOCC2)nc(N2CCCCC2C)c1[N+](=O)[O-] (configuration not stated) | 0 | 3 | 3 | 7 | 7 | 9 | -1 | -2 | 0.0
COc1ccc(-c2cc(C(=O)Nc3ccc(S(=O)(=O)Nc4onc(C)c4C)cc3)c3ccccc3n2)cc1 | -1 | -2 | 6 | -4 | -10 | 0 | 17 | 3 | 0.2

Screening results (PubChem)
